Screening data (PubChem BioAssay)
Mtb FBA inh = Mtb FBA enzyme inhibitors, primary screen, biochemical, fluorescence, strain H37Rv. Fructose-bisphosphate aldolase (Mycobacterium tuberculosis (strain ATCC 25618 / H37Rv)), …. purified M. tuberculosis FBA, fluorescence read-out. inhibition, % at 1 µM. 2.3% of 360,000 active. AID 588726, 2011; in the data active = inhibition above about 27%;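 note: 0% = vehicle and 100% = reference inhibitor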
GDH-TPI inh = GDH-TPI coupling enzyme inhibitors, primary screen, artefact control for M. tuberculosis FBA inhibitor project, biochemical, absorbance, full deck; 1.2% of 360,000 active; GDH-TPI coupled enzyme counterscreen, NADH absorbance; inhibition, % at 4.8 µM; in the data active = inhibition above about 30%;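 note: 0% = DMSO wells and 100% = wells lacking the enzyme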
Rv3671c inh = Rv3671c serine protease inhibitors, primary screen, biochemical, fluorescence polarization, M. tuberculosis H37Rv. 0.048% of 320,000 active. inhibition, % at 5.96 µM. P9WHR9; in the data active = inhibition above about 38%;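 note: extracellular domain of Rv3671c used as enzyme; 0% = enzyme with DMSO and 100% = no enzyme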
Target sequence (P9WHR9 whole entry, looked up, the tested form may be a part): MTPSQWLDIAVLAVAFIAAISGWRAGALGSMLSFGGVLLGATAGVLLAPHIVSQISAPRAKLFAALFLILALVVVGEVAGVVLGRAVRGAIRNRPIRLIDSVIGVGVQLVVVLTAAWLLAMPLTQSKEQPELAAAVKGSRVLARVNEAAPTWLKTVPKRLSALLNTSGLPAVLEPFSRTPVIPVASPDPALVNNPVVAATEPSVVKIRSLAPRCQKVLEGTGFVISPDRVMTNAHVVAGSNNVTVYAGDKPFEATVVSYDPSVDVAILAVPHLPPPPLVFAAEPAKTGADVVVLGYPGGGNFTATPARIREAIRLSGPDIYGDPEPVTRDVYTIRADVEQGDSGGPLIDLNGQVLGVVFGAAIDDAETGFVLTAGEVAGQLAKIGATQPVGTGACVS
MazF activator = activators of E. coli MazEF toxin-antitoxin RNase, primary screen, biochemical, fluorescence, uHTS | Endoribonuclease toxin MazF (Escherichia coli (strain K12)), P0AE70 | FAM/BHQ RNA-DNA oligo cleavage fluorescence, 5 h | activation, % at 20 µM | 0.32% of 350,000 active; in the data active = activation above about 50%
Target sequence (P0AE70 whole entry, looked up): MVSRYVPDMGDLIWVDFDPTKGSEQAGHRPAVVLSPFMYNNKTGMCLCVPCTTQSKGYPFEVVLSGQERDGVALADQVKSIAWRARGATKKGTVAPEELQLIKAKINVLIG
Mtb UGM inh = M. tuberculosis UGM enzyme inhibitors, primary screen, biochemical, fluorescence polarization, single point; inhibition, % at 10 µM; purified UGM, fluorescence polarization probe displacement; UDP-galactopyranose mutase (Mycobacterium tuberculosis (strain ATCC 25618 / H37Rv)), …; 0.06% of 320,000 active; in the data active = inhibition above about 10%, passing the limit was not always enough; inconclusive = no clear call, values can overlap the other calls
Target sequence (P9WIQ1 whole entry, looked up): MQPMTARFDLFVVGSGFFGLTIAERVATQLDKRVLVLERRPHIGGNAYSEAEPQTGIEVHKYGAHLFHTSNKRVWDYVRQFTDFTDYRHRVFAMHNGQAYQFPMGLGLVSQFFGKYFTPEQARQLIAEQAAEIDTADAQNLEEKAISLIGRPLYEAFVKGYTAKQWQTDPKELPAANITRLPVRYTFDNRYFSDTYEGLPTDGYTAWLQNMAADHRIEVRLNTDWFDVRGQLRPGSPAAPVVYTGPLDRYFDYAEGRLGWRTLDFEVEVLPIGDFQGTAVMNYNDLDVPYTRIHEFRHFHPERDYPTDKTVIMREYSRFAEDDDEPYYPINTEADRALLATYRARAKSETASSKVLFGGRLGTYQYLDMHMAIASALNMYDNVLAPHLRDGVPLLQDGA
BoNT F protease = BoNT/F light chain protease inhibitors, primary screen, biochemical, flow cytometry, MLPCN library | Botulinum neurotoxin type F light chain protease (Clostridium botulinum) | Multiplex microsphere protease cleavage assay | inhibition, % at 10 µM | 0.22% of 360,000 active | AID 588497, 2011; in the data active = inhibition above about 35%, passing the limit was not always enough; inconclusive = no clear call, values can overlap the other calls; note: plate controls were buffer without enzyme for full effect and enzyme alone for no effect
Mtb BioA inh = M. tuberculosis BioA enzyme inhibitors, primary screen, biochemical, plate reader, single point, HTS. purified M. tuberculosis BioA enzyme. 7,8-diaminopelargonic acid synthase BioA (Mycobacterium tuberculosis). 0.096% of 360,000 active. inhibition, % at 9.99 µM. AID 602481, 2012; in the data active = inhibition above about 40%; inconclusive = no clear call, values can overlap the other calls
PrPC surface inh = inhibitors of human cell surface prion protein PrPC, primary screen, cell-based, TR-FRET; 0.43% of 370,000 active; TR-FRET read-out; inhibition, % at 13.8 µM; Major prion protein (Homo sapiens), P04156; in the data active = inhibition above about 24%; note: 0% = median of the test wells and 100% = reference compound wells
FadD28 FP inh = inhibitors of FadD28 bisubstrate probe binding, primary screen, biochemical, fluorescence polarization, single point | Mycobacterium tuberculosis FadD28 fatty-acid-AMP ligase | inhibition, % at 12.5 µM | 0.22% of 360,000 active | AID 588549, 2011; in the data active = inhibition above about 8.5%, passing the limit was not always enough; inconclusive = no clear call, values can overlap the other calls
The depositor's hits bear a star; ? = inconclusive; · = no result given.

SMILES	Mtb FBA inh	GDH-TPI inh	Rv3671c inh	MazF activator	Mtb UGM inh	BoNT F protease	Mtb BioA inh	PrPC surface inh	FadD28 FP inh
COc1ccccc1CN(C)C(=O)COC(=O)c1ccc(Cl)nc1	0	3	0	3	-1.2	1	2.7	-7	-2.6
CCCC1CCC(C2=N/C(=C\c3ccc(OC)c(OC)c3)C(=O)O2)CC1 (stereo not given)	-1	5	3	-4	-0.7	-2	-0.8	5	-3.2
COC(=O)c1ccc2[nH]c([C@H](C)O)c([C@H](C)O)c2c1	2	0	-5	-11	1.0	-4	-0.7	-7	-3.8
Cc1ccccc1CN1CCN(Cc2ccccc2C(F)(F)F)CC1	3	6	7	1	3.3	2	-1.2	3	-1.6
O=C(c1ccc2c3c(cccc13)C(=O)N(O)C2=O)N1CCCCC1	3	15	14	4	0.5	-7	·	-11	1.0
Cc1nnc(C)n1/N=C/c1cc2ccccc2nc1Cl	0	15	4	0	1.7	-5	·	-7	-2.5
Cc1ccc(C(=O)Nc2cccc(-c3nc4ncccc4o3)c2)cc1	1	5	6	7	-1.3	7	·	-3	0.4
CCC/C(=C1/C(=O)CC(C)(C)C(C(=O)OC)C1=O)N1CCCC1 (stereo not given)	1	11	-3	-9	3.9	-5	-3.3	4	1.3
O=C(N1CCOCC1)N1CCN(c2ccccn2)CC1	9	-5	-4	0	-1.7	1	-0.7	0	-1.1
Fc1ccc(CNCC2CCCO2)cc1 (stereo not given)	0	14	·	1	·	-4	-0.2	-7	0.2
CSc1ncc(Sc2ccccc2)c(C(=O)O)n1	3	6	15	-6	0.9	-6	-0.5	-1	-0.1
COc1ccc(NS(=O)(=O)c2ccc(-c3coc(C)n3)cc2)cc1	-1	3	-5	6	-0.5	2	-0.1	12	-1.1
O=C(CC(O)(c1ccccc1)c1ccccc1)Nc1ccccn1	1	7	·	10	·	-6	·	0	-0.1
O=C(Nc1ccccc1)N1CCN(c2nc3ccccc3s2)CC1	1	0	2	3	3.8	3	-0.1	4	1.4
Cc1ccc(S(=O)(=O)Cc2ccc([N+](=O)[O-])cc2)cc1	-1	1	-5	6	1.6	1	-1.2	-12	0.5
CC(C)(C)c1cc(-c2nc(N)nc(N)n2)c(O)c(C(C)(C)C)c1	2	7	16	5	-0.4	-7	-0.4	0	4.0
CCSc1ncc(Cl)c(C(=O)Nc2ccccc2OC)n1	1	8	-1	9	3.6	16	2.9	1	0.6
CCn1c(SCC(N)=O)nnc1-c1ccco1	-1	5	3	7	0.1	-3	·	-3	-1.2
O=C(O)CSc1nc2ccc(Br)cc2[nH]1	-1	7	·	7	·	0	·	-2	-3.1
COc1ccc(N2C(=O)CC(N3CCN(c4ccccc4OC)CC3)C2=O)cc1 (stereo not given)	5	4	4	-18	0.3	12	-2.7	0	0.5
CC(=O)c1c(C)[nH]c(C(=O)CN2C(=O)NC3(CCCCC3)C2=O)c1C	-4	-8	·	-3	·	-1	·	3	-1.7
CCCCOc1ccc(-c2c(C#N)c(N)nc(SCC(N)=O)c2C#N)cc1	3	1	-38	4	-4.0	2	-0.7	-3	-0.8
CSc1ccc(NC(=O)N2CC(C)OC(C)C2)cc1 (stereo not given)	1	10	-9	-2	2.7	-8	·	-2	-1.4
CCOC(=O)C1CCN(S(=O)(=O)c2ccc(CN3C(=O)c4cccnc4C3=O)cc2)CC1	5	12	0	-2	-3.9	5	·	-2	-0.6
Cc1nc(N)ncc1CCC1OCCO1	-1	1	·	7	·	0	·	0	-2.6

Part of the list above in order of molecular weight, ascending:
SMILES	Mtb FBA inh	GDH-TPI inh	Rv3671c inh	MazF activator	Mtb UGM inh	BoNT F protease	Mtb BioA inh	PrPC surface inh	FadD28 FP inh
O=C(O)CSc1nc2ccc(Br)cc2[nH]1	-1	7	·	7	·	0	·	-2	-3.1
CCC/C(=C1/C(=O)CC(C)(C)C(C(=O)OC)C1=O)N1CCCC1 (stereo not given)	1	11	-3	-9	3.9	-5	-3.3	4	1.3
COc1ccccc1CN(C)C(=O)COC(=O)c1ccc(Cl)nc1	0	3	0	3	-1.2	1	2.7	-7	-2.6

Following part.
SMILES	Mtb FBA inh	GDH-TPI inh	Rv3671c inh	MazF activator	Mtb UGM inh	BoNT F protease	Mtb BioA inh	PrPC surface inh	FadD28 FP inh
CCCn1cc(CN2CCC(Cc3ccccc3)(C(=O)OCC)CC2)c(C)n1	0	3	4	-5	-0.5	2	-1.3	-7	1.7
COCc1nnc(NS(=O)(=O)c2ccc(Cl)cc2)s1	-1	-1	·	6	·	?	-0.8	11	-0.3
Cc1ccc(-n2ncc3c2CCCC3NC(=O)CCc2c(C)noc2C)cc1C (stereo not given)	36*	-1	3	0	-4.8	-1	3.2	-1	-1.3
Cc1cccc(-n2c(CCCN3C(=O)c4ccccc4C3=O)nc3ccccc3c2=O)n1	2	2	·	2	·	-4	-0.6	-1	-1.8
CCC(=O)c1cn(CC(=O)NCC2CCCO2)c2ccccc12 (stereo not given)	2	3	0	-1	-2.8	0	-0.8	7	0.1
O=C(NNC(=O)c1ccccc1O)c1ccc(S(=O)(=O)Nc2ccccc2F)cc1	7	4	9	0	2.6	?	-1.6	1	2.1
CC(NC(=O)CCC(=O)N1CCN(S(=O)(=O)c2ccc(Cl)cc2)CC1)c1ccccc1 (stereo not given)	5	3	-6	-10	0.9	-7	·	-1	-1.4
CC(C)(C)Sc1ccc2nc3c(n2c1)CCCC3	30*	-1	4	-4	-0.1	3	0.9	3	-3.1
CCc1nc2c(OCc3cc(Cl)cc(Cl)c3)cccn2c1N(C)C(=O)Nc1ccccc1OC	-2	-1	·	·	·	2	-2.3	10	-3.8
O=C(NC1CCN(C(=O)NCc2ccccc2)CC1)c1ccc(F)cc1	5	1	4	4	-0.6	6	-1.4	5	0.3
CCCn1nnnc1NC(=O)COc1ccc(Cl)cc1C	2	8	-8	5	4.4	-3	-3.9	4	0.2
CC(C)C[C@H](CO)Nc1nc(Nc2cccc(Cl)c2)c2ncn(C(C)C)c2n1	0	-1	12	4	-3.1	-8	-0.2	15	0.4
Cc1cc(C)n(C2CCCCC2OC(=O)CCc2ccccc2)n1 (stereo not given)	0	2	-1	4	3.0	?	-0.6	-1	-3.2
CCc1c(-c2ccccc2)[n+](=O)c2c(n1[O-])CCC2	1	1	6	1	-0.4	10	-0.8	-3	-0.7
O=C1CC(c2ccccc2)=Nc2ccccc2N1Cc1ccccc1	3	4	8	-2	-3.2	2	·	3	-2.1
O=[N+]([O-])c1ccc(Cl)cc1Sc1nc2ccccc2o1	-4	4	-6	-9	1.5	-15	1.1	-9	-6.2
CCCNC(=O)CNC(=S)N(Cc1cc(OC)c(OC)c(OC)c1)C1CCCC1	0	0	2	4	-1.2	-18	-0.1	8	-2.0
Clc1ccc(-c2csc(Nc3cccnc3)n2)cc1	0	15	-5	-2	-1.5	3	·	8	-3.7
CC(=O)c1cccc(NC(=O)C(OC(=O)c2ccccc2NS(=O)(=O)c2cccs2)c2ccccc2)c1 (stereo not given)	-5	11	-128	1	0.4	-2	·	11	-0.9
CSCc1c(C(=O)Nc2ccccc2N2CCOCC2)oc2ccccc12	-1	8	-8	-16	-2.1	0	-0.9	0	-1.6
O=C1NC(=O)C2(CCCCC2C2CCCCC2)N1 (stereo not given)	-1	7	·	6	·	5	-0.2	-9	-0.9
O=S(=O)(c1ccc(Cl)s1)N1CCNCC1	0	2	7	7	-2.9	1	-1.4	-3	-0.1
COc1ccc(/C=C2/C(=O)N(CC3CCCO3)C(=S)N2C)c(OC)c1 (stereo not given)	-6	12	-3	3	-0.9	-8	-0.7	-4	-1.9
COc1cc(CC(=O)Nc2cccc(S(=O)(=O)N(C)c3ccccc3)c2)cc(OC)c1OC	4	10	-3	4	-0.2	-14	-0.8	9	0.7
C[C@@H]1O[C@@H](O[C@@H]2C(=O)c3c(O)cc(O)cc3O[C@H]2c2ccc(O)c(O)c2)[C@H](O)[C@H](O)[C@H]1O	0	21	-3	15	-0.7	-8	0.5	1	0.5

The listing continues:
SMILES	Mtb FBA inh	GDH-TPI inh	Rv3671c inh	MazF activator	Mtb UGM inh	BoNT F protease	Mtb BioA inh	PrPC surface inh	FadD28 FP inh
CC(=O)Nc1c(C(=O)N2CCOCC2)sc2nc3c(cc12)COC(C)(C)C3	2	-5	-4	3	1.3	-6	-0.8	0	-1.3
O=C(NCc1ccco1)c1ccc(-c2ccc3nccn3c2)cc1	8	3	·	·	·	3	48*	-3	-0.7
CCc1ccccc1NC(=O)CSc1n[nH]c(C)c1[N+](=O)[O-]	5	5	-15	4	·	6	·	8	-2.1
COc1ccc(-c2csc3ncnc(N4CCN(S(=O)(=O)c5cccc(F)c5)CC4)c23)cc1	1	5	-11	-12	-0.5	-55	·	-2	-1.9
C=CCC[C@@H](Cc1ccc(F)cc1)C(=O)OCCNC(=O)[C@@H](CC=C)CC(=O)N[C@H](CO)Cc1ccccc1	-2	7	-3	-2	1.1	-8	-2.1	-3	-2.3
CCCCC(=O)Nc1nn(CC)c2nc3c(C)cccc3cc12	2	-8	7	-1	1.6	2	0.1	-6	-2.1
C/C(=N\NC(=O)c1nn(C)c(C)c1Br)c1ccc(NC(=O)c2ccccc2F)cc1	-1	7	-1	8	2.7	8	3.6	-1	-1.9
COC(=O)CSc1nc2nc(-c3cccs3)cc(C(F)(F)F)c2c(=O)[nH]1	7	-4	-1	1	2.0	-2	-1.2	1	-1.0
Cc1c2c(nc3ccccc13)CCC(C)C2 (stereo not given)	1	5	-5	2	0.1	-3	·	5	0.0
COCCn1c(SCC(=O)N2CCOCC2)nc2ccccc2c1=O	0	-12	-3	0	3.7	-2	0.5	-3	0.9
CCOc1cc(C2CC(=O)NC3=C2C(=O)C(C(=O)OC)C(C)C3)cc(Cl)c1O (stereo not given)	1	6	7	-2	-2.4	-9	-0.9	-1	-3.5
CCCS(=O)(=O)NC(=O)C1(C)CCN(C(=O)c2cncc(Br)c2)C1 (stereo not given)	1	-4	·	·	·	-6	-0.9	-1	0.5
COc1cccc(OC)c1C(=O)N1CCN(Cc2ccncc2)CC1	0	-1	12	8	0.7	-3	-1.4	-3	-1.2
O=C(Cn1cc([N+](=O)[O-])cn1)Nc1ccc(Cn2cc(Br)cn2)cc1	2	0	6	4	-0.1	4	0.9	-6	-1.1
Cc1ccccc1C1CC(c2cccs2)Nc2nnnn21 (stereo not given)	0	-6	7	3	·	3	·	10	-5.0
O=C1NNC(=O)C2C3C=CC(C4CC34)C12 (stereo not given)	1	4	9	-5	0.1	-6	-0.1	-5	-2.5
Cc1cc(NC(=O)COC(=O)c2ccc(Cl)cc2)no1	3	11	·	0	·	4	-2.1	-3	-0.7
Cc1cccc(NC(=O)NNS(=O)(=O)c2ccc(F)cc2)c1	1	14	5	-5	-1.7	-3	·	0	-2.9
CCCc1nc(C)c2c(=O)[nH]c(-c3cc(S(=O)(=O)N4CCN(CC)CC4)ccc3OCC)nn12	2	16	-1	9	-1.2	9	2.2	-1	-1.1
Cc1ccc(NC(=O)CN2C(=O)NC(C)(c3ccc(Cl)cc3)C2=O)cc1S(=O)(=O)N1CCOCC1 (stereo not given)	-1	2	-10	2	1.4	-4	·	-7	-8.9
Cc1cc(C)nc(SCCn2c(N3CCCCC3)nc3c2c(=O)n(C)c(=O)n3C)n1	0	0	0	1	-3.5	-11	-0.7	2	-3.6

Exported bar-delimited: entries from further up.
Structure | Mtb FBA inh | GDH-TPI inh | Rv3671c inh | MazF activator | Mtb UGM inh | BoNT F protease | Mtb BioA inh | PrPC surface inh | FadD28 FP inh
O=C1NNC(=O)C2C3C=CC(C4CC34)C12 (stereo not given) | 1 | 4 | 9 | -5 | 0.1 | -6 | -0.1 | -5 | -2.5
Cc1cc(NC(=O)COC(=O)c2ccc(Cl)cc2)no1 | 3 | 11 | · | 0 | · | 4 | -2.1 | -3 | -0.7
Cc1cccc(NC(=O)NNS(=O)(=O)c2ccc(F)cc2)c1 | 1 | 14 | 5 | -5 | -1.7 | -3 | · | 0 | -2.9
